Bioassay records: PubChem, several laboratories
zfTRPN1 agonist: zebrafish TRPN1 (NompC) channel agonism; actives 0.18% (n = 220,000); activation, % at 3 µM; HEK293 zebrafish TRPN1-YFP, Fluo-8 calcium fluorescence; 100% = response to 87 µM carbachol; AID 1424;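 active = activation above its plate's cutoff, the mean activation of test wells on that plate plus 3 SD, cut at about 19% in these data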;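 also: 0% = DMSO alone and 100% = 87 µM carbachol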
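Assay system: Zebrafish TRPN1-YFP in HEK293 cells | Incubation: Dye loading 1 h at 37 °C, then 30 min room temperature | Measured by: Kinetic Fluo-8 fluorescence, ex 470-495, em 515-575 nm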
TRPML3 agonist: activates the human TRPML3 channel; HEK293 TRPML3-YFP, Fluo-8 calcium fluorescence; 100% = the carbachol control signal; activation, % at 3 µM; actives 0.29% (n = 220,000); AID 1448;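 active = activation above its plate's cutoff, the mean activation of the plate's test wells plus 3 SD, cut at about 12% in these data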;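 also: 0% = DMSO only wells and 100% = carbachol wells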
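system = HEK293 cells stably carrying human TRPML3-YFP | doses = one concentration, 3 µM nominal, 0.3% DMSO | timing = dye loading 1 h 37 °C then 30 min ambient, 125 s read | detection = Fluo-8 calcium dye fluorescence, ex 470-495, em 515-575 nm | benchmarks = high control carbachol 87 µM, low control DMSO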
EBV gp42 block: inhibitors of Epstein-Barr virus glycoprotein 42 | Fluorescence polarization binding assay, mP read-out | inhibition, % (tested at 21.74 µM) | actives 0.42% (n = 220,000); in the data active = inhibition above about 50%
Target sequence (Q1HVG2 whole entry, looked up): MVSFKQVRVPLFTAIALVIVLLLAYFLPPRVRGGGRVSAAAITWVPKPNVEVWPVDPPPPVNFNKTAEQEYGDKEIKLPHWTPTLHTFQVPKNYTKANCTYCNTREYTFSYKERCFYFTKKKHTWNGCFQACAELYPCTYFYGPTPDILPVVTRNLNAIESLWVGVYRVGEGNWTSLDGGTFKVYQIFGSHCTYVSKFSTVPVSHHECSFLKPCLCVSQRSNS
Runt-SMMHC FRET: blocks binding of human RUNX1 Runt domain to CBFb-SMMHC | actives 0.74% (n = 220,000) | Cerulean-Runt/Venus-CBFb-SMMHC FRET ratio 530/480, 1 h | inhibition, % at 20 µM | Q01196+Q13951;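 active = mean inhibition across duplicate retests at 20 µM reaching about 50%, limit read from the data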;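 also: 0% = DMSO wells and 100% = wells with excess untagged CBFb-SMMHC; inhibitors lower the FRET ratio by blocking Runt binding to CBFb-SMMHC; some results filed as inactive read as strong as hits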
TNF death inh: blocks TNF-alpha induced death of Jurkat FADD-/- cells; Jurkat FADD-/- TNF necroptosis rescue, ATP luminescence, 24 h; 0 = TNF only, 100 = no-TNF cells; activation (protection from cell death), % at 10 µM; actives 0.068% (n = 220,000);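 active = activation, meaning protection from cell death, of at least 50% relative to plate controls; inactive = activation below 50%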;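 also: necroptosis triggered by 40 ng/mL TNF-alpha added together with compound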
NCF1 inh: blocks human p47phox regulatory protein of NADPH oxidases; P14598; p47phox/p22phox peptide binding, fluorescence polarization, 2 h; inhibition, % at 24.7 µM; actives 0.53% (n = 220,000); AID 1274;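 active = inhibition above about 30%, limit read from the data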;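 also: 0% = p47phox with labelled peptide and 100% = labelled peptide alone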
Target sequence (P14598 whole entry, looked up): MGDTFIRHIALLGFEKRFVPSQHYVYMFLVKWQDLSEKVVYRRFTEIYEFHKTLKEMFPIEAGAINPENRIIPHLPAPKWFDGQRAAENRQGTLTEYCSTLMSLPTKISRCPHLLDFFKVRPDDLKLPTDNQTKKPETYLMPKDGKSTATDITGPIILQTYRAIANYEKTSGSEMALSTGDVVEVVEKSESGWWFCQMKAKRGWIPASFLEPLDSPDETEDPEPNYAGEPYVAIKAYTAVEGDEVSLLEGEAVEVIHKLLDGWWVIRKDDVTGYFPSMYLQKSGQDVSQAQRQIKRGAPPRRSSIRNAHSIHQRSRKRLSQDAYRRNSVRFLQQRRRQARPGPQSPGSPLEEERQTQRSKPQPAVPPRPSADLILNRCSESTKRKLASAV
PPC-1+TRAIL kill: PPC-1 cancer cell killing with TRAIL present | PPC-1 cells + TRAIL, ATPLite viability luminescence | cell killing (% activity), % at 4 µM | actives 0.41% (n = 220,000);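 active = cell killing above 50% in the first pass at 4 µM, then a duplicate retest at 5 µM averaging 50% or more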;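 also: plate controls were cells with TRAIL plus DMSO for no effect and medium-only wells lacking cells for full effect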
CHOP inh: inhibitors of CHOP induction in ER stress response. CHO-K1 CHOP-promoter luciferase, tunicamycin-induced, 15-18 h. inhibition, % at 10 µM. actives 3.8% (n = 220,000);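 active = compounds that reduced the stress-induced luciferase reporter signal by more than about 70% of percent inhibition, limit read from the data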;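 also: 0% = tunicamycin plus vehicle and 100% = wells without tunicamycin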
MDM2 E3 inh: inhibitors of human Mdm2 E3 ubiquitin ligase | cell-based MDM2 ubiquitination luciferase reporter, 2 h; 0 = plate control, 100 = twice control, blank-subtracted | signal enhancement, % at 5 µM | actives 0.11% (n = 210,000) | Q00987;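 active = signal enhancement of 30% or more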;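 also: luminescence tracks abundance of the self-degrading MDM2-luciferase fusion protein; higher signal means inhibition of MDM2 E3 ligase activity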
Target sequence (Q00987 whole entry, looked up, the tested form may be a part): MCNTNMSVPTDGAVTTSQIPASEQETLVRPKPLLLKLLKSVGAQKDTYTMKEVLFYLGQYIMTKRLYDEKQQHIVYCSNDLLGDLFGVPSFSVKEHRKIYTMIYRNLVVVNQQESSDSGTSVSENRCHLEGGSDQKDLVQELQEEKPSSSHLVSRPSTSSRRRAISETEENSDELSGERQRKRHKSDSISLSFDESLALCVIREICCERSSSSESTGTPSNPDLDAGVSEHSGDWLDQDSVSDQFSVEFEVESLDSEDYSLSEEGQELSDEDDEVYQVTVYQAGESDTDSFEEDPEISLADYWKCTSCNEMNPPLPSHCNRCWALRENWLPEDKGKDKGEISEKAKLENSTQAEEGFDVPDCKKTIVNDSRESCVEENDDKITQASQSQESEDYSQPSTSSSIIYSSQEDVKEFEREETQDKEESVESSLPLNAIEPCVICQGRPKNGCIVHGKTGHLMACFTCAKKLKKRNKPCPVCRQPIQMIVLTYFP
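Assay system: stable mammalian line carrying autodegrading MDM2–luciferase fusion reporter; Input: 2000 cells in each well; Compound dosing: single-point 5 µM; Schedule: 2 h compound exposure at 37 °C; Signal: SteadyLite luciferase luminescence after 15 min room-temperature reagent incubation; Evaluation: % luminescence enhancement versus blank-corrected plate control mean; Benchmarks: plate controls and plate blanks.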
* marks the source's active call; other numbers are inactive results; nt = not tested or not shown; [ ] = another dose, or the depositor's remark. Compounds as they come; overall some 5.9% were active at least once.

SMILES	zfTRPN1 agonist	TRPML3 agonist	EBV gp42 block	Runt-SMMHC FRET	TNF death inh	NCF1 inh	PPC-1+TRAIL kill	CHOP inh	MDM2 E3 inh
COc1ccc(CNC(=O)COC(=O)CC2CCCC2)cc1	-0.3	0.3	-15	-5	-0.2	-5	19	14	2
NC(=O)c1cccc(CC(=O)c2ccccc2)c1	2.4	1.9	-6	2	0.7	3	21	17	-8
CNS(=O)(=O)c1ccc2nc(NC(=O)c3ccc(N4C(=O)CCC4=O)cc3)sc2c1	1.4	0.6	-22	60	0.7	-1	-2	-28	-15
CCOc1ccccc1NC(=O)N1CCC(C(=O)c2ccc(F)cc2)CC1	0.0	0.1	1	-1	1.7	-3	9	35	-23
Cc1ccc(/C=C2\SC(=S)N(C3CCS(=O)(=O)C3)C2=O)cc1 (configuration not stated)	0.7	0.8	-19	-4	2.0	-5	8	12	-19
O=C(NCc1ccccc1)c1ccc(CS(=O)(=O)c2ccccc2)o1	2.0	1.2	8	1	-2.1	-12	-18	10	nt
O=C(NC(Cc1ccccc1)C(=O)Oc1ccc2c(C(F)(F)F)cc(=O)oc2c1)OCc1ccccc1 (configuration not stated)	0.9	1.6	7	81*	1.4	11	12	34	-3
C1=CCC(CN2CCNCC2)CC1 (configuration not stated)	1.2	1.0	-9	0	0.1	-2	-7	-16	-9
O=C(Nc1ccc(Cl)cn1)c1cccnc1	0.9	0.5	-8	1	-2.4	-1	-2	-8	0
CCCc1ccccc1OCCNC(C)=O	-1.0	-0.2	-11	0	-2.1	0	19	15	-1
CC(=O)Nc1sc(N/N=C\c2ccco2)nc1-c1cccs1	1.5	1.0	-15	7	2.6	-38	-7	2	-6
Cc1ccc(C(=O)CN(C(=O)c2ccc(Cl)c(Cl)c2)N2C(=O)C3CCCCC3C2=O)cc1C (configuration not stated)	2.0	1.6	-13	2	1.6	-8	3	14	-11
CCOc1ccc(/C=N/NC2=NCCCCC2)cc1	0.7	1.6	-12	0	1.0	-5	3	0	-5
COc1ccc(C(=O)NC(=S)N(C)Cc2ccccc2)cc1Br	0.1	0.9	-7	-1	0.8	-1	4	19	-6
COc1ccc(CC(=O)OCC(=O)Nc2ncc(Cl)cc2Cl)cc1OC	-1.1	0.3	3	2	0.3	-7	8	-4	1
CC(=O)Nc1ccc(NC(=O)c2ccccc2CC[N+](=O)[O-])cc1	0.1	1.1	-22	1	0.4	-5	10	-11	-1
COCc1cc(C)nc(SCC(=O)Oc2ccccc2)c1C#N	0.5	0.3	0	5	0.7	-4	9	27	-12
O=Cc1ccc(Oc2ccc(F)cc2)nc1	0.3	1.0	-14	1	-0.1	-1	24	1	-8
Cc1cccc(C)c1NC(=O)Cn1nnc(-c2ccc(N3CCOCC3)cc2)n1	-1.1	0.3	-13	2	-2.6	-2	17	17	-21
C#CCOC(=O)C1C2C=CC(C2)C1C(=O)O (configuration not stated)	0.3	1.1	-9	4	1.6	-8	1	6	-21
O=C(CCCn1c(=S)[nH]c2cc3c(cc2c1=O)OCO3)N1CCN(c2ncccn2)CC1	0.1	-0.1	-12	6	-2.9	-12	21	15	-18
CCc1cc2c(nc1CC)CCN(CC/C(C)=N/OC[C@H]1O[C@H](c3ccccc3)C=C[C@@H]1Oc1ccc(OC)cc1)C2	-0.9	-0.5	0	-9	3.6	-70	21	47	nt
COc1ccccc1CNC(=O)CSc1ccc(-c2cccs2)nn1	-1.9	0.3	5	1	0.2	-3	10	3	-6
O=C(Nc1ccccc1)C(=O)Nc1ccccn1	1.7	-0.1	0	-6	-4.7	3	19	30	-53
O=C1CCN(S(=O)(=O)c2ccccc2)CCN1CCOCc1ccc(Cl)cc1	nt	nt	-22	-1	1.0	-5	-4	24	7
CN(CCc1ccccn1)C(=O)c1cccnc1Oc1ccc(Cl)cc1	-0.2	-0.1	-17	0	0.1	-6	9	-1	-6
O=c1[nH]c(CSc2nc3ccccc3s2)nc2cc(Cl)ccc12	-0.2	-0.4	-22	-10	-0.3	-39	0	63	-4
S=C(Nc1ccccc1)N1CCN(C/C=C/c2ccccc2)CC1	0.9	0.7	-8	2	1.3	0	-14	-7	14
COc1ccc(NC(=O)/C(C#N)=C/c2ccc3c(c2)n(C)c(=O)n3C)cc1	1.3	0.1	-18	-80	1.1	-6	-13	-9	4
Cc1cccc(Cn2c(SCC(=O)Nc3ccccc3)nc3c2c(=O)[nH]c(=O)n3C)c1	-1.1	-0.5	-16	-4	-1.5	-1	10	14	-37
COc1cc(NC(=O)c2cccc(F)c2)cc(OC)c1OC	-0.6	0.5	-6	-5	-0.1	-6	27	-10	-1
O=C(Nc1ccccc1)N1CCCC(c2nc(-c3ccc(F)cc3)no2)C1 (configuration not stated)	-0.7	-2.0	-13	5	-0.2	-9	28	19	nt
C=CCn1c2[n+](c3ccccc3c1=O)CCCCC2	-0.1	1.3	-18	4	-1.6	-2	19	-11	-2
Cc1c(C(=O)N2CCc3ccccc3C2)sc2nc(-c3ccccc3)cn12	1.0	-0.1	2	-1	0.3	2	40	43	-6
Cc1ccc(CNC(=O)CCC2CCCN(C(=O)CCC(F)(F)F)C2)o1 (configuration not stated)	0.5	-0.2	-11	-3	0.0	-2	-4	10	7
Cc1nc(NS(=O)(=O)c2ccccc2)sc1C(=O)N/N=C/c1ccccc1	0.0	1.6	-1	-4	2.6	-22	9	-12	-9
O=C(Cn1cnc2ccccc2c1=O)Nc1nnc(C2CC2)s1	0.9	-0.8	-21	-2	0.0	-15	10	6	-13
CC(C)CC(NS(=O)(=O)c1ccc2c(c1)oc(=O)n2C)C(=O)NC1CCCc2ccccc21 (configuration not stated)	-2.0	-0.8	-15	2	-1.3	-17	35	40	-7
COc1cc(/C=C(\C#N)c2nc3ccccc3[nH]2)c([N+](=O)[O-])cc1OCc1ccccc1	1.0	0.2	-27	83*	-8.6	-42	6	40	-15
CC(=O)N1CCc2cc(Br)cc(S(=O)(=O)CCC(=O)N3CCN(c4ccccn4)CC3)c21	-1.5	-1.5	4	1	0.3	10	-5	15	-2
Cc1ccc(C(=O)Nc2ccon2)cc1S(=O)(=O)N1CCCCCC1	-0.9	0.6	-10	0	1.4	8	-5	-31	-1
COc1cc(CN2CC(=O)N(c3ccc(C)c(C)c3)C2=S)cc(OC)c1OC	-3.4	-0.6	-16	-1	2.6	12	12	40	1
COc1ccccc1NC(=O)C(=O)N(c1cccnc1)C(C(=O)NC(C)(C)C)c1ccccc1 (configuration not stated)	0.4	0.2	4	2	0.4	2	5	21	-9
CCC12CSc3nc(Cl)ccc3N1C(=O)C(=O)N2C (configuration not stated)	-0.5	0.6	-5	2	-0.6	-1	16	2	1
O=C(c1nc2ncccn2n1)N1CCc2ccccc2C1	-0.4	0.9	-14	1	-0.4	-10	25	-9	-8
CCn1cc(S(=O)(=O)CC(=O)NC2CCCCC2)c2ccccc21	1.8	0.4	11	3	-0.4	0	2	8	-25
Cc1ccc(NC(=O)C(Cc2ccccc2)N2C(=O)C3C4CCC(C4)C3C2=O)cc1Cl (configuration not stated)	-0.3	0.2	-29	-3	-3.8	-12	10	18	-4
CCOCCn1c(CN(Cc2ccccc2)Cc2ccccc2)nc2c1c(=O)n(C)c(=O)n2C	-2.0	-0.9	-12	-3	-4.9	-5	-7	80*	-4
CN(C)c1ccc(NC(=O)CSc2nc3c(c(=O)[nH]2)CCCC3)cc1	0.8	0.3	-9	1	1.1	0	-7	40	4
CN(CC(=O)N1CCCC1)S(=O)(=O)c1ccc2ccccc2c1	0.1	0.6	-14	3	-1.3	-7	-7	11	2
Cc1sc(NC(=O)c2cc(-c3ccccc3)nc3ccccc23)c(C(N)=O)c1C	0.5	0.4	-8	-12	-2.4	-42	8	21	-19
OC(COc1ccc2c(c1)OCO2)CN1CCN(c2ccc(F)cc2)CC1 (configuration not stated)	0.0	0.6	-23	-1	0.5	-9	6	12	-17
Cc1csc2sc(-c3ccnc(SCC(=O)NCc4ccccc4)n3)c(C)c12	1.1	-0.4	-15	-3	-14	-15	20	-6	-8
Cc1nnc2sc(SCc3ccccc3Cl)nn2c1=O	-1.7	-0.5	-10	-2	-2.9	0	4	43	-13
N#CC1=C(N)SC(N)=C(C#N)C1c1cccc(O)c1	2.6	0.9	-71	32	-0.7	-100	27	50	-30
COc1ccc(C(=O)NNC(=O)CCC(=O)Nc2cc(C)on2)cc1	-0.8	0.3	-6	4	0.7	-1	7	-9	-7
Cc1cc(C)nc(NC(=O)c2c(C(=O)O)noc2C)n1	0.4	-0.4	-21	-2	0.2	-2	8	0	15
COc1ccc(Oc2nc3c(C)cccn3c(=O)c2/C=C(\C#N)C(N)=O)cc1	-0.2	1.0	-9	82*	-3.6	-16	2	-8	-10
COc1ccc2c(Cl)c(-c3nnc(SCC(N)=O)n3C)sc2c1	-0.4	0.0	6	0	-2.7	-13	10	49	-15
O=C(CCl)Nc1cc(SCC(O)CO)cc([N+](=O)[O-])c1 (configuration not stated)	1.2	1.0	-3	-4	-12	-17	48[5 µM]	0	-75

(list continues)
SMILES	zfTRPN1 agonist	TRPML3 agonist	EBV gp42 block	Runt-SMMHC FRET	TNF death inh	NCF1 inh	PPC-1+TRAIL kill	CHOP inh	MDM2 E3 inh
COCCNC(=S)N/N=C/c1ccc2c(c1)OCCO2	-1.0	-0.1	-5	6	-0.9	-7	30	4	1
COc1ccc(S(=O)(=O)N(C)c2ccc(OCC(=O)Nc3cc(C)on3)cc2)cc1	0.7	1.6	-12	4	-1.6	4	0	10	4
C=C(C)Cn1c(C)cc(C)c(S(=O)(=O)c2ccc(C)cc2)c1=O	-0.9	1.9	2	-1	0.1	-5	7	55	-20
Cc1ccc(S(=O)(=O)N2CCOCC2)cc1C(=O)OCC(=O)N1c2ccccc2NC(=O)C1(C)C	0.7	-0.3	-7	0	0.3	-12	34	29	-7
Cc1ccc(CN2CCN(/N=C\c3cccc([N+](=O)[O-])c3)CC2)cc1	0.0	0.9	5	1	1.5	-2	-1	-13	4

4 structures already listed, ordered by heavy-atom count, lowest first.
SMILES	zfTRPN1 agonist	TRPML3 agonist	EBV gp42 block	Runt-SMMHC FRET	TNF death inh	NCF1 inh	PPC-1+TRAIL kill	CHOP inh	MDM2 E3 inh
COc1ccc2c(Cl)c(-c3nnc(SCC(N)=O)n3C)sc2c1	-0.4	0.0	6	0	-2.7	-13	10	49	-15
Cc1ccc(CN2CCN(/N=C\c3cccc([N+](=O)[O-])c3)CC2)cc1	0.0	0.9	5	1	1.5	-2	-1	-13	4
COc1ccc(S(=O)(=O)N(C)c2ccc(OCC(=O)Nc3cc(C)on3)cc2)cc1	0.7	1.6	-12	4	-1.6	4	0	10	4
Cc1ccc(S(=O)(=O)N2CCOCC2)cc1C(=O)OCC(=O)N1c2ccccc2NC(=O)C1(C)C	0.7	-0.3	-7	0	0.3	-12	34	29	-7
